# From PubChem BioAssay
# TNAP act DEA: human TNAP activation, intermediate phosphate acceptor | P05186 | purified TNAP, CDP-star luminescence, 100 mM DEA, 30 min; hits give high values; scale: 0 levamisole-inhibited, 1 vehicle-only enzyme | activation factor at 20 µM | 64,000 tested, under 10 active | AID 813;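 active = activation factor of at least 2 at 20 µM, relative to controls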
# A340 absorber: compound absorbs light at 340 nm. compound absorbance at 340 nm, fold over control. fold change at 10 µM. 65,000 tested, under 10 active;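 active = at 10 µM dose, initial 340 nm absorbance at least 2 fold that of control wells; inactive = change under 2 fold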;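 note: initial absorbance extrapolated from kinetic A340 decline of NADH oxidation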
# Autofluor 339: intrinsic fluorescence of library compounds, ex339/em460 – biochemical, MLSMR library, data from DPM-DC assay, artefact control, profiling panel; compound autofluorescence, ex339/em460 nm, NADH buffer; hits give high values; 1 = no-compound wells, NADH background; fluorescence fold increase at 10 µM; 5.5% of 65,000 active;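 active = at 10 µM, mean starting fluorescence two-fold or more over control wells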;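 note: signal is the first read of a kinetic run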
# HTR1A agonist: agonists of human 5-HT1a serotonin receptor; AID 567; CHO 5-HT1a Ga15 NFAT-bla reporter, FRET ratio; 0% basal, 100% maximal reference agonist; 0.56% of 65,000 active; P08908; activation, % at 10 µM;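 active = activation above the screen-wide mean activation plus 3 SD, cut at about 19% in these data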;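 note: 0% = DMSO wells and 100% = 5-CT at EC100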
# MMP-13 inhibitor: inhibitors of human MMP13; P45452; MMP-13 fTHP FRET cleavage, Mca fluorescence; inhibition, % at 4 µM; 0.07% of 65,000 active; AID 570;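 active = inhibition above the mean of compound-free control plate wells plus 3 SD, cut at about 14% in these data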;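 note: 0% = DMSO wells and 100% = wells with reference MMP-13 inhibitor after basal subtraction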
# SF-1 act: SF-1 (human) activation; CHO-K1 Gal4-SF-1 LBD luciferase reporter; % increase over DMSO SF-1-specific signal; AID 522; 1.9% of 65,000 active; activation, % at 10 µM; Q13285;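 active = activation above the mean activation of all tested compounds plus 3 SD, cut at about 50% in these data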
# Target sequence (Q13285 whole entry, looked up, the tested form may be a part): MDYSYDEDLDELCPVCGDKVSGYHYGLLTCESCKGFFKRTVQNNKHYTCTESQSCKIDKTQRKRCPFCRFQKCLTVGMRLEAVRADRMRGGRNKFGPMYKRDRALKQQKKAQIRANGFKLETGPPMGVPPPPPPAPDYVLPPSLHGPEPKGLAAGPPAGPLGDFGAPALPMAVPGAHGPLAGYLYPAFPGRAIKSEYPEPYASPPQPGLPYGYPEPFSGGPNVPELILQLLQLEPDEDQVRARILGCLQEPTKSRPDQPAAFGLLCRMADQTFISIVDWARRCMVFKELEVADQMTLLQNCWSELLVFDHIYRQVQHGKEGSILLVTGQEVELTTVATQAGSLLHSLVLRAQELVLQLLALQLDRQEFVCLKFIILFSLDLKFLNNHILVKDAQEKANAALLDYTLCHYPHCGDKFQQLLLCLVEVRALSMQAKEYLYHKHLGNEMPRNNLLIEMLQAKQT
#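 Test system: CHO-K1 cells co-transfected with Gal4 DBD–human SF-1 LBD, 5xGal4 luciferase reporter. Quantity: 4,000 cells per well. Compound: 10 µM only. Incubation: compound added 1 h post-seeding, 20 h exposure at 37 °C, 5% CO2. Detection: SteadyLite luciferase luminescence. Replication: one test per compound.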
# 5-HT1A blocker: antagonists of human 5-HT1a serotonin receptor; P08908; CHO 5-HT1a Ga15 NFAT-bla reporter, antagonist mode; inhibition, % at 10 µM; 0.68% of 62,000 active; AID 612;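 active = inhibition above the mean of all tested compounds plus 3 SD, cut at about 43% in these data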;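 note: receptor stimulated by 5-CT agonist at 100 nM near EC80; beta-lactamase reporter measured by ratiometric fluorescence of a cleavable substrate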
# RORa activator: activators of human nuclear receptor RORA | 1.5% of 65,000 active | activation, % at 10 µM | P35398 | CHO-K1 Gal4-RORA LBD luciferase reporter, luminescence; percent increase over mock-subtracted basal signal;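 active = activation above the mean of all tested compounds plus 3 SD, cut at about 49% in these data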;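 note: 0% = DMSO-treated RORA cells and 100% = added signal equal to DMSO minus mock-transfected cells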
# Target sequence (P35398 whole entry, looked up, the tested form may be a part): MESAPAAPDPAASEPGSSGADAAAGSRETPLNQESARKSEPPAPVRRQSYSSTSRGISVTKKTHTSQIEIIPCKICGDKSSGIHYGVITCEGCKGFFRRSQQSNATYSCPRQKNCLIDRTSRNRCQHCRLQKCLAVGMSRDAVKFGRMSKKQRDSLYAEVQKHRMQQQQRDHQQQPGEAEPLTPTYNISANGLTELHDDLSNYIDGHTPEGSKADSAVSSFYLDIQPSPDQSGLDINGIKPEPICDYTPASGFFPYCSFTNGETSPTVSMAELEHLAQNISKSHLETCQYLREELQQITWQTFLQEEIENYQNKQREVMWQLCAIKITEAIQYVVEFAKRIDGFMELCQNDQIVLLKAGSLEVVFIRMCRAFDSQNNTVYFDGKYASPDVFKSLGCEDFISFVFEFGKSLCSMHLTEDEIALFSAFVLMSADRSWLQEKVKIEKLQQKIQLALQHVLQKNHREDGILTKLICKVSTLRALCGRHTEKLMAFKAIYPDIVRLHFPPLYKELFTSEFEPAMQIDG
# NADH enzymes: blocks coupling enzymes of NAD/NADH assays | coupled PK/LDH NADH assays, four targets | IC50, µM (top dose mostly 10 µM), without a hit: top-dose inhibition | 0.02% of 65,000 active | AID 774;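 active = single-dose screening hits from any of four coupled enzyme assays that gave an IC50 when retested across doses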;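 note: the DPM-DC format reads NADH fluorescence rather than 340 nm absorbance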
# Numbers without * were called inactive; x = not tested or not shown.
[1] Cc1ccc(-c2noc(C3CCN(C(=O)Nc4ccc(C#N)cc4)CC3)n2)o1
[2] COc1ccc(N2C(=O)CC(N3CCOCC3)C2=O)cc1 (configuration not stated)
[3] O=C(CSc1nc2ccccc2o1)N1CCN(c2ccccc2)CC1
[4] COc1ccc(C2CC(C(F)(F)F)n3nc(C(=O)NCCN4CCOCC4)cc3N2)cc1 (configuration not stated)
[5] COc1ccc(OC)c(NC(=O)C2CCN(S(=O)(=O)c3c(C)noc3C)CC2)c1
[6] CCC(C)NC(=O)C(Cc1ccccc1)n1cccc1 (configuration not stated)
[7] CC(C)(C)c1ccccc1NC(=O)c1cccnc1
[8] CC(C)c1ccccc1NC(=O)c1ccco1
[9] CCOC(=O)COc1cccc2c(=O)n(CC(=O)NCc3ccc4c(c3)OCO4)ccc12
[10] CN1C(=O)NC(NC(=O)c2cccs2)(C(F)(F)F)C1=O (configuration not stated)

screen / no.	1	2	3	4	5	6	7	8	9	10
TNAP act DEA	1	0.9	0.9	1	0.9	1	0.9	0.9	0.9	1
A340 absorber	1	1	1	0.97	1	1	0.99	1	1.1	1
Autofluor 339	1.1	1.1	1.1	1.1	1.1	0.97	1.1	1.1	1.4	1.1
HTR1A agonist	-1.9	-2.3	1.0	36*	1.4	-3.2	-0.2	-0.4	1.6	-2.6
MMP-13 inhibitor	1	-1	-2	0	0	-4	-1	5	-5	1
SF-1 act	3	6	-4	-22	11	8	2	0	-31	2
5-HT1A blocker	-20	-11	-2	15	1	8	0	8	6	12
RORa activator	-11	-11	14	-15	5	-4	0	5	36	-15
NADH enzymes	4%	1%	5%	10%	5%	2%	2%	4%	10%	6%

[11] c1ccc(Nc2cc(-c3ccccc3)nc3ncnn23)cc1
[12] Cc1cccc(N2CCN(C(=O)C3CCCN(S(=O)(=O)c4cccc5cccnc45)C3)CC2)c1C (configuration not stated)
[13] COc1cc2c(cc1OC)CN(C(=O)C1(c3ccccc3)CC1)CC2
[14] O=S(=O)(NCCOc1cccc2cccnc12)c1ccc(F)cc1
[15] CCCCN(CCCC)Cc1ccc(N)cc1
[16] CCOc1ccc(-c2n[nH]c(C)c2-c2ccccc2OC)c(O)c1
[17] CCn1ccc(=N)cc1
[18] CSc1ncccc1C(=O)OCC(=O)N(CC(C)C)C1CCS(=O)(=O)C1 (configuration not stated)
[19] CS(=O)(=O)c1ncc(Cl)c(C(=O)Nc2ccc(N3CCOCC3)cc2)n1
[20] Cc1ccc(S(=O)(=O)N(C)CC(=O)Nc2cccc(C)n2)cc1

screen / no.	11	12	13	14	15	16	17	18	19	20
TNAP act DEA	1	0.9	0.8	1	0.9	1.1	0.9	0.9	1	1
A340 absorber	1	1	0.96	1	1.1	1	1.1	1	1	1.1
Autofluor 339	1.2	1.1	1.1	1.1	1.1	1	1.1	1.1	1	1.1
HTR1A agonist	-0.8	4.6	-2.9	-2.0	0.7	-3.0	-2.1	-1.8	-2.2	-0.8
MMP-13 inhibitor	-4	-2	3	-1	-3	1	3	2	4	5
SF-1 act	8	4	-11	-10	11	0	-2	13	-33	-7
5-HT1A blocker	4	6	7	-19	-2	-4	-4	-5	81*	15
RORa activator	0	18	27	-14	12	35	-13	4	-21	1
NADH enzymes	6%	11%	5%	4%	8%	6%	2%	4%	5%	11%

# 5-HT1A blocker: what is marked active above
entry	molecule	TNAP act DEA	A340 absorber	Autofluor 339	HTR1A agonist	MMP-13 inhibitor	5-HT1A blocker	NADH enzymes
19	CS(=O)(=O)c1ncc(Cl)c(C(=O)Nc2ccc(N3CCOCC3)cc2)n1	1	1	1	-2.2	4	81*	5%

# (continued)
[21] Cc1ccc(SCC(=O)NCC(C)C)cc1
[22] Cc1cc(SCC#N)n2nc(C)c(-c3ccccc3)c2n1
[23] CC(=O)c1ccc(NC(=O)Nc2ncn(Cc3cccc(C)c3)n2)cc1
[24] CCOC(=O)C1CCN(c2c(N3CCCC(C(=O)OCC)C3)c(=O)c2=O)CC1 (configuration not stated)
[25] NC(=O)C1(N2CCCCC2)CCN(C(=O)c2cccs2)CC1
[26] O=C(CN1C2=NCCCN2c2ccccc21)c1cccs1
[27] O=C(NC12CCC(O)C(SC1)/C2=N/O)c1ccccc1 (configuration not stated)
[28] COc1ccc(OC)c(NC2c3ncccc3C(=O)N2Cc2ccco2)c1 (configuration not stated)
[29] NS(=O)(=O)c1ccc(CCNC(=O)C2CCCN(S(=O)(=O)c3cccnc3)C2)cc1 (configuration not stated)
[30] CC(=O)N1CCC(N2CCN(c3ccccc3F)CC2)CC1

screen / no.	21	22	23	24	25	26	27	28	29	30
TNAP act DEA	0.9	1	0.9	0.9	1	1	0.9	0.9	1	0.9
A340 absorber	1	1.1	1.1	1	1	1	1.1	1.1	1.1	1
Autofluor 339	1.1	1.1	1.1	0.99	1	1.1	1.2	1.1	1.1	1.1
HTR1A agonist	-0.8	0.3	0.5	-2.9	0.7	-3.1	-0.9	-1.5	3.9	-2.6
MMP-13 inhibitor	4	3	2	9	4	0	-2	-6	-4	1
SF-1 act	10	-17	19	-8	8	8	5	1	-19	6
5-HT1A blocker	3	2	1	-9	-9	-1	10	3	-3	6
RORa activator	9	-3	10	20	-7	20	14	-21	-1	-23
NADH enzymes	5%	3%	0%	6%	0%	0%	0%	14%	4%	23%

[31] O=C(O)CC(c1ccccc1)n1cccc1 (configuration not stated)
[32] Cc1ccc(SCC(=O)N2CCOCC2)cc1
[33] COc1cc2c(cc1OC)C(c1cc(OC)c(OC)c(OC)c1)NCC2 (configuration not stated)
[34] O=C(NCN1C(=O)C2C3C=CC(C3)C2C1=O)Nc1nncs1 (configuration not stated)
[35] N#Cc1ccsc1NC(=O)CSc1ncn[nH]1
[36] O=C(Cc1ccccc1)N1CCCC1c1ccccc1 (configuration not stated)
[37] O=C(CSc1ncnc2sc3c(c12)CCCC3)N1CCC(c2noc3ccc(F)cc23)CC1
[38] CCOCC(=O)Nc1cccc(OC)c1
[39] COC(=O)c1sc(N)c(C(=O)OC)c1CSc1nc2sc3c(c2c(=O)n1C)CCC3
[40] CC(OCC(O)CN(C)CCOc1ccccc1)c1ccc(Cl)cc1 (configuration not stated)

screen / no.	31	32	33	34	35	36	37	38	39	40
TNAP act DEA	0.9	0.9	0.9	1	1	0.9	0.9	1	0.9	1
A340 absorber	1	1.1	0.99	1	1	1.1	1	1.1	1	1
Autofluor 339	0.96	1.1	1	1.2	1	1.1	1	1.1	1.1	1.1
HTR1A agonist	0.4	0.5	0.1	-3.8	-2.2	-0.4	1.0	-1.4	2.3	2.2
MMP-13 inhibitor	0	1	-1	-5	4	0	2	2	0	-3
SF-1 act	1	2	3	-8	13	0	-12	17	-9	5
5-HT1A blocker	2	-4	2	-4	-1	0	-6	6	-3	18
RORa activator	-16	9	-5	-1	-3	-26	-18	-7	18	-13
NADH enzymes	6%	3%	2%	4%	6%	0%	3%	0%	1%	11%

# The last 4 compounds of the section before lead into the next.
[37] O=C(CSc1ncnc2sc3c(c12)CCCC3)N1CCC(c2noc3ccc(F)cc23)CC1
[38] CCOCC(=O)Nc1cccc(OC)c1
[39] COC(=O)c1sc(N)c(C(=O)OC)c1CSc1nc2sc3c(c2c(=O)n1C)CCC3
[40] CC(OCC(O)CN(C)CCOc1ccccc1)c1ccc(Cl)cc1 (configuration not stated)
[41] CC(CNC(=O)c1cncc(O)c1)NC(=O)c1cncc(O)c1 (configuration not stated)
[42] O=C(Cc1ccc(-n2cccc2)cc1)N1CCc2ccccc21
[43] Cc1cccn2cc(CNc3ccccc3)nc12
[44] CC(C(=O)NC1CCCc2ccccc21)N1CCN(Cc2ccc3c(c2)OCO3)CC1 (configuration not stated)
[45] CCC(C)[C@H](NC(=O)NC1CCCc2ccccc21)C(=O)O (some centres not stated)
[46] COc1ccc(-n2ccc(=O)c3c2CCCC3=O)cc1
[47] O=C(COc1ccc(Cl)cc1)Nc1ccccc1CO
[48] O=C1C2CC=CCC2C(=O)N1c1n[nH]c(Cc2ccccc2)n1 (configuration not stated)
[49] CC(C)Sc1nc(SCC(=O)NCc2ccco2)c2c3c(sc2n1)COC(C)(C)C3
[50] CCCCn1c(SCC(=O)Nc2nnc(CC)s2)nc2ccccc2c1=O

screen / no.	37	38	39	40	41	42	43	44	45	46	47	48	49	50
TNAP act DEA	0.9	1	0.9	1	1	0.9	0.9	0.9	0.9	0.8	0.8	0.1	0.9	0.9
A340 absorber	1	1.1	1	1	1.1	1	1.1	0.97	1.1	1	1.1	1.1	1.1	1
Autofluor 339	1	1.1	1.1	1.1	1.4	1.1	1.1	1.1	1.1	1	1.1	1.1	1.2	1.1
HTR1A agonist	1.0	-1.4	2.3	2.2	-1.0	-3.3	0.5	-1.5	-0.8	2.3	-4.0	-1.2	3.8	1.3
MMP-13 inhibitor	2	2	0	-3	6	3	1	0	-2	-2	0	-2	-6	1
SF-1 act	-12	17	-9	5	-10	30	47	8	-12	3	29	-2	11	18
5-HT1A blocker	-6	6	-3	18	-1	1	-6	10	-10	x	x	-3	3	0
RORa activator	-18	-7	18	-13	-18	21	35	-4	4	-22	-5	-12	6	-6
NADH enzymes	3%	0%	1%	11%	4%	4%	0%	5%	3%	4%	3%	0%	5%	6%

[51] COC(=O)C1=C(C)Nc2c(c(=O)n(C)c(=O)n2C)C1c1cccs1 (configuration not stated)
[52] CCOC(=O)N1CCN(CC(O)COc2ccccc2C(C)CC)CC1 (configuration not stated)
[53] O=C(O)C1C2C=CC3(CN(Cc4ccccn4)C(=O)C13)O2 (configuration not stated)
[54] COC(=O)c1ccc(OCC(O)CN(CCO)CCO)cc1 (configuration not stated)
[55] CC(C)N(Cc1nc(-c2ccccc2)no1)C(=O)C(C)(C)C
[56] COc1ccccc1NC(=O)COc1ccc(/C=N/n2cnnc2)cc1OC
[57] N#Cc1nc(-c2ccc(OCc3ccc(Cl)cc3)cc2)oc1N1CCC(C(N)=O)CC1
[58] COc1cccc(-c2cc(C(=O)Nc3cccc(O)c3)no2)c1
[59] Cc1csc(SCC(=O)c2cc(C)n(Cc3cccs3)c2C)n1
[60] CC1CCN(C(=O)CNC(=O)Cn2ccc3ccccc3c2=O)CC1
[61] Cc1nc(NCCNC(=O)c2ccco2)c2c(C)c(C)sc2n1

screen / no.	51	52	53	54	55	56	57	58	59	60	61
TNAP act DEA	0.9	0.9	1.2	0.9	0.9	0.9	0.9	1	0.9	1	0.8
A340 absorber	1.1	0.99	1	1	1.1	1.1	1.1	1	1	1.1	0.98
Autofluor 339	1.1	1	1.1	1	1.1	1.2	1.8	1.1	1	1.2	1
HTR1A agonist	2.9	-6.3	-0.6	-4.3	-4.5	0.4	-1.3	-3.1	-1.6	1.4	-0.9
MMP-13 inhibitor	0	5	-3	2	1	-6	-11	-1	2	3	0
SF-1 act	9	1	6	1	-1	-2	-13	-5	-60	-12	-10
5-HT1A blocker	-9	1	15	-5	8	-8	-7	2	8	-3	-4
RORa activator	-15	1	-16	6	-9	-18	-13	-24	-77	-5	-9
NADH enzymes	6%	6%	4%	9%	6%	3%	3%	4%	3%	1%	2%

# Values by screen from the list:
# 5-HT1A blocker, compounds 51–60: -9, 1, 15, -5, 8, -8, -7, 2, 8, -3
# A340 absorber, compounds 51–60: 1.1, 0.99, 1, 1, 1.1, 1.1, 1.1, 1, 1, 1.1
# MMP-13 inhibitor, compounds 51–60: 0, 5, -3, 2, 1, -6, -11, -1, 2, 3
